# Siah-1 displacement = blockers of Siah-1 interaction with plectin peptide – biochemical, fluorescence polarization, rhodamine-plectin, uHTS, primary screen (AID 1817); Siah-1 / rhodamine-plectin peptide fluorescence polarization; higher % means a stronger effect; displacement, % at 20 µM; hits with a dose series show IC50 in µM; 0.02% of 290,000 active;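 active = displacement of at least 50% at 20 µM, with a fluorescence ratio check between 0.3 and a set limit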;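 also: plate controls were Siah plus tracer with DMSO for no effect and tracer alone without Siah for full effect; strong numbers were not always called active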
# LYP inhibition = inhibitors of LYP phosphatase, biochemical, fluorescence intensity, uHTS (AID 1779) | 0.054% of 290,000 active | inhibition, % at 11.5 µM, or IC50 in µM where a hit was titrated | recombinant LYP phosphatase, fluorescence intensity; higher % means a stronger effect; in the data active = inhibition above about 50%;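 also: plate controls were vehicle with enzyme for no effect and no enzyme for full effect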
# HIV fusion peptide = inhibitors of HIV fusion peptide binding, primary screen, biochemical, uHTS, fluorescence dequenching (AID 1986) | cell-free peptide binding, fluorescence dequenching, 30 min; higher % means a stronger effect | 0.3% of 290,000 active | inhibition, % at 20 µM; hits with a dose series show IC50 in µM; in the data active = inhibition mostly above about 52%, no sharp cut-off; inactive = mostly below about 76%; also: some results filed as inactive read as strong as hits
# SV40 large T antigen = SV40 large T antigen inhibitors, biochemical (AID 1903). SV40 large T antigen ATPase/helicase inhibition assay; higher % means a stronger effect. inhibition, % at 20 µM, or IC50 in µM where a hit was titrated. 0.39% of 310,000 active; in the data active = a potency from the dose series; also: strong numbers were not always called active
# XIAP antagonists = XIAP antagonists, biochemical, IAP family, fluorescence polarization (AID 1018); XIAP BIR domain, fluorescence polarization peptide displacement; higher % means a stronger effect; displacement, % at 20 µM; hits with a dose series show IC50 in µM; 0.007% of 200,000 active; in the data active = displacement above about 50%; also: a part of the inactive calls stands beside numbers as strong as those of hits
# RSV antiviral HEp-2 = inhibition of RSV-induced cytopathic effect – HEp-2 cells, primary 10 µM value included (AID 2391) | one-dose CPE inhibition, % at 10 µM; IC50 in µM for titrated hits | HEp-2 cells, RSV-induced CPE inhibition; higher % means a stronger effect | 0.13% of 310,000 active; in the data active = a potency from the dose series; also: strong numbers were not always called active
# NS5 inhibitors = Dengue-2 NS5 methyltransferase inhibitors, primary screen, biochemical, confirmation dose response (AID 588689); Dengue-2 NS5 methyltransferase capping enzyme assay, biochemical; higher % means a stronger effect; inhibition, % at 25 µM, or IC50 in µM where a hit was titrated; 0.3% of 340,000 active; in the data active = a potency from the dose series
# AID2073 = inhibitors of Mint1-CaV2.2 protein interaction, biochemical, HTRF (AID 2073). HTRF protein-protein interaction, Mint1-CaV2.2; higher % means a stronger effect. inhibition, % at 20 µM, or IC50 in µM where a hit was titrated. 0.19% of 290,000 active; in the data active = inhibition mostly above about 51%, no sharp cut-off; also: some results filed as inactive read as strong as hits
# MgcRacGAP inhibition = MgcRacGAP GTPase-activating activity inhibitors, confirmation, biochemical, ADP Hunter fluorescence; MgcRacGAP-stimulated Rac1 GTP hydrolysis, ADP Hunter fluorescence; higher % means a stronger effect; GST-tagged Rac1 F28L mutant substrate; inhibition, % at 30 µM; hits with a dose series show IC50 in µM; 0.6% of 340,000 active;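 active = first-screen hits whose inhibition reached a set limit at any dose in the follow-up dose series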;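 also: fluorescence reports GDP produced by GAP-driven GTP hydrolysis; strong numbers were not always called active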
# * hit, by the source's call; . = not tested or not shown.
(1) Cc1cccc(C(=O)Nc2nnc(SCC(=O)NCc3ccco3)s2)c1
(2) O=S(=O)(Nc1ccc(-n2cccc2)cc1)c1ccc(F)cc1
(3) CCC(=O)Nc1nn(CC(C)C)c2nc3ccc(C)cc3cc12
(4) Cc1ccsc1/C=N\Nc1cn[nH]c(=O)c1Cl
(5) COCCn1c(SCC(=O)Nc2cccc(F)c2)nc2c(c1=O)SCC2
(6) CC1CCCCC1NC(=O)CCCn1c(=S)[nH]c2ccsc2c1=O (stereo not drawn)
(7) CCCCCCCSc1nc(N)cc(=O)[nH]1
(8) COc1ccc(C(=O)Cn2c(NCCO)nc3ccccc32)cc1
(9) COc1cccc(NC(=O)CN(C)C(=O)CN2C(=O)NC3(CCCC3)C2=O)c1
(10) Cc1ccccc1NC(=O)c1cn(-c2ccccc2)nc1-c1ccccc1
assay / compound	1	2	3	4	5	6	7	8	9	10
Siah-1 displacement	0.5%	-2.7%	-1.2%	-0.8%	-1.8%	3.8%	1.5%	-0.4%	.	0.5%
LYP inhibition	-8.3%	-1.3%	-4.9%	-2.0%	-8.2%	-6.9%	-7.1%	-4.2%	.	13.3%
HIV fusion peptide	1.7%	-1.8%	-0.2%	-1.4%	-1.8%	-0.3%	1.7%	-0.6%	.	1.9%
SV40 large T antigen	8.0%	29.6%	3.9%	12.9%	2.7%	16.2%	10.6%	4.2%	10.2%	5.5%
XIAP antagonists	.	-1.4%	.	-14.6%	.	.	0.2%	-2.5%	.	-5.0%
RSV antiviral HEp-2	0.8%	6.0%	3.9%	-3.5%	2.6%	0.4%	2.0%	-1.7%	-0.7%	6.8%
NS5 inhibitors	-5.2%	-6.5%	0.0%	4.4%	0.0%	-8.0%	1.8%	0.0%	-1.4%	-8.0%
AID2073	17.6%	-0.1%	21.3%	1.0%	-3.6%	-28.3%	-8.2%	20.2%	.	5.0%
MgcRacGAP inhibition	7.0%	-21.7%	2.5%	8.8%	8.7%	10.3%	6.6%	3.3%	3.8%	-2.9%

(11) NCc1ccccc1
(12) CCOC(=O)c1c(CSC(=N)N)n(C)c2cc(Br)c(OC(C)=O)cc12
(13) Cc1ccc(N2CCN(C(=O)CN3C(=O)c4ccccc4C3=O)CC2)cc1
(14) COc1ccc(CNC(=O)C(c2ccc(C)cc2)N(Cc2cccs2)C(=O)c2ccc3c(c2)OCCO3)cc1 (stereo not drawn)
(15) COC(=O)c1c(-c2ccsc2)oc2ccc(-c3cc(OC)c(OC)c(OC)c3)cc12
(16) O=C(OCc1nnc(-c2ccccc2)o1)c1cc(=O)c2ccccc2o1
(17) Cc1n[nH]c(=S)n1/N=C/c1ccc(-c2ccccc2[N+](=O)[O-])o1
(18) c1ccc(Oc2ccc(-c3ccn[nH]3)cc2)cc1
(19) CCN(CC)C(=O)Cn1cc(S(=O)(=O)CC(=O)Nc2ccccc2F)c2ccccc21
(20) CCOC(=O)CC(NC(=O)c1cccc2c1C(=O)N(Cc1cccnc1)C2)c1ccc(OCC)c(OC)c1 (stereo not drawn)
assay / compound	11	12	13	14	15	16	17	18	19	20
Siah-1 displacement	.	0.7%	0.4%	3.9%	.	1.5%	-6.2%	2.8%	-4.1%	4.5%
LYP inhibition	.	-1.9%	-3.7%	10.2%	.	0.0%	-7.0%	-7.9%	-8.7%	-1.4%
HIV fusion peptide	.	1.8%	5.8%	0.8%	.	-1.5%	2.1%	0.2%	-1.4%	-0.2%
SV40 large T antigen	19.7%	14.8%	3.0%	11.8%	5.9%	21.2%	9.6%	14.5%	-1.0%	14.4%
XIAP antagonists	.	.	-5.8%	-4.6%	.	-6.4%	-6.3%	.	.	-2.3%
RSV antiviral HEp-2	-0.4%	.	0.9%	8.7%	-0.3%	2.0%	6.4%	.	1.4%	1.5%
NS5 inhibitors	11.7%	-10.1%	-8.9%	0.7%	0.0%	-1.6%	3.5%	7.0%	-1.3%	.
AID2073	.	6.7%	10.7%	19.1%	.	3.1%	-0.7%	-8.4%	4.0%	5.4%
MgcRacGAP inhibition	9.3%	10.2%	5.0%	1.6%	9.7%	10.2%	14.4%	6.4%	-11.9%	4.5%

(21) Cc1cccc(OCC(=O)Nc2cccc3nsnc23)c1
(22) COc1ccc(C2c3ccc(O)cc3Oc3ncn(CCN4CCOCC4)c(=N)c32)cc1 (stereo not drawn)
(23) COC(=O)C1C(=O)c2c(n[nH]c2C)CC1(C)C (stereo not drawn)
(24) N#CC1=C(SCc2ccccc2)NC2=C(C(=O)CCC2)C1c1ccc2c(c1)OCO2 (stereo not drawn)
(25) CCC(C)(C)n1nnnc1C(c1ccc(C)cc1)N(Cc1ccco1)Cc1cccs1 (stereo not drawn)
(26) Cc1ccc(C(c2nnnn2CC2CCCO2)N2CCN(C)CC2)cc1 (stereo not drawn)
(27) COc1ccccc1NC(=O)c1cnc(SCC(=O)NCCc2ccccc2)n(C)c1=O
(28) CS(=O)(=O)Nc1cc2c3c(c1)CCC(=O)N3CCC2
(29) Cc1cc(N2CCN(C)CC2)nc2ccc(NC(=O)c3ccc(Br)o3)cc12
(30) O=C(NC(=S)Nc1ccccc1N1CCCC1)c1cccs1
assay / compound	21	22	23	24	25	26	27	28	29	30
Siah-1 displacement	2.5%	1.3%	17.3%	-1.7%	0.5%	-3.0%	.	3.0%	3.5%	-2.0%
LYP inhibition	-5.1%	-5.4%	-4.7%	0.0%	6.6%	-7.5%	.	-9.3%	3.2%	-6.2%
HIV fusion peptide	0.7%	1.6%	1.8%	-1.6%	-0.8%	0.8%	.	0.8%	-2.5%	-2.6%
SV40 large T antigen	21.2%	12.2%	14.1%	-3.3%	2.9%	9.6%	12.3%	5.5%	4.3%	16.5%
XIAP antagonists	1.7%	.	-1.2%	-5.6%	-16.9%	-6.2%	.	.	-6.5%	.
RSV antiviral HEp-2	-0.9%	0.7%	0.1%	5.7%	8.8%	-0.1%	-1.5%	3.0%	0.7%	5.6%
NS5 inhibitors	-1.0%	10.7%	-11.0%	0.7%	-2.4%	-7.8%	5.1%	-4.5%	0.8%	-10.9%
AID2073	22.3%	8.2%	-2.8%	21.3%	2.6%	0.3%	.	2.7%	7.7%	-20.5%
MgcRacGAP inhibition	-1.6%	10.5%	10.4%	2.1%	7.3%	5.0%	3.2%	10.1%	5.9%	13.2%

(31) O=C(NC1CCCC1)C(c1cccnc1)N(Cc1ccccc1F)C(=O)c1csnn1 (stereo not drawn)
(32) CN(Cc1cccc(Cl)c1)C(=O)C1CCN(C(=O)Nc2ccccc2)CC1
(33) CNC(=S)N1CCN(CCNC2=CC(=O)CC(C)(C)C2)CC1
(34) Nc1nc(N2CCN(c3ccccc3)CC2)n[nH]1
(35) Cc1cc(C(=O)OCC(=O)Nc2cccc(S(=O)(=O)N3CCOCC3)c2)c(C)o1
(36) Cc1ccc(NC(=O)CNC(=O)c2ccccc2F)cc1Cl
(37) Cc1ccc(S(=O)(=O)NC(=O)N(C)C2CCCCC2)cc1
(38) CN(C)C(=O)c1cc(C(=O)c2ccc(F)cc2Cl)c[nH]1
(39) CCOC(=O)C1=C(COC(=O)c2ccc(Br)o2)NC(=O)NC1C (stereo not drawn)
(40) COc1ccc(S(=O)(=O)N2CCOC2CNC(=O)C(=O)NCCc2ccccc2OC)cc1C (stereo not drawn)
assay / compound	31	32	33	34	35	36	37	38	39	40
Siah-1 displacement	13.1%	.	2.8%	-1.3%	0.2%	3.5%	19.5%	2.6%	-3.4%	5.1%
LYP inhibition	-4.5%	.	0.0%	-4.0%	3.4%	-4.4%	-6.2%	1.2%	-3.2%	-12.5%
HIV fusion peptide	0.2%	.	0.9%	-1.0%	-0.2%	-0.7%	-0.9%	-0.9%	-2.4%	-1.1%
SV40 large T antigen	3.9%	10.9%	3.2%	6.2%	5.5%	13.9%	5.1%	4.0%	21.7%	8.9%
XIAP antagonists	.	.	-2.3%	-5.3%	-1.3%	-1.5%	.	.	.	.
RSV antiviral HEp-2	1.4%	-2.0%	1.8%	-1.9%	0.8%	3.0%	1.6%	1.0%	1.3%	1.5%
NS5 inhibitors	-0.8%	8.0%	0.0%	-0.8%	18.4%	-2.0%	.	-12.6%	-3.9%	-0.7%
AID2073	2.9%	.	30.2%	-13.2%	3.1%	4.8%	-1.5%	3.9%	3.0%	4.7%
MgcRacGAP inhibition	8.2%	5.5%	11.4%	9.3%	-2.5%	0.2%	.	10.9%	2.0%	6.1%

(41) O=C1NC(=O)C(Cc2cccc(Oc3ccccc3)c2)S1 (stereo not drawn)
(42) CS(=O)(=O)N1CCN(c2ccc(NC(=O)COc3ccccc3[N+](=O)[O-])cc2)CC1
(43) CCc1ccc(NC(=O)c2ccc3c(c2)C(=O)N(Cc2ccco2)C3=O)cc1
(44) COc1ccccc1C(C(=O)NCc1ccccc1)N(C(=O)c1csnn1)C1CC1 (stereo not drawn)
(45) CCCCN(CC)CCNC(=O)Cn1cnc2sc(C)c(S(=O)(=O)N3CCOCC3)c2c1=O
(46) Nn1c(Cc2cccc3ccccc23)nnc1SCC(=O)N1CC(=O)Nc2ccccc21
(47) CCCCSCCCNC(=O)Nc1ccc(CC)cc1
(48) O=C(NCc1ccccn1)c1ccc(S(=O)(=O)Nc2ccccc2F)cc1
assay / compound	41	42	43	44	45	46	47	48
Siah-1 displacement	-0.6%	-3.7%	3.1%	5.7%	2.5%	1.0%	1.1%	-0.7%
LYP inhibition	-6.3%	-11.9%	2.9%	-12.8%	-9.6%	-0.6%	-5.1%	-4.2%
HIV fusion peptide	16.9%	-2.7%	25.3%	0.1%	-1.8%	-2.4%	0.2%	-1.5%
SV40 large T antigen	4.0%	2.2%	9.2%	0.7%	-8.2%	7.8%	5.3%	6.1%
XIAP antagonists	.	.	-0.3%	.	5.6%	-4.4%	-3.0%	.
RSV antiviral HEp-2	4.2%	0.2%	2.2%	0.1%	1.7%	1.4%	8.0%	-0.1%
NS5 inhibitors	6.5%	-4.5%	12.1%	-11.6%	-11.3%	7.0%	-3.7%	-5.2%
AID2073	49.1%	8.8%	40.3%	-5.7%	14.8%	-27.1%	-6.0%	16.6%
MgcRacGAP inhibition	7.4%	2.5%	12.4%	7.4%	-4.4%	-0.4%	6.7%	1.4%

# High-throughput results from PubChem BioAssay.
